Screening data deposited in PubChem by National Center for Advancing Translational Sciences (NCATS).
FLuc modulator – inhibits or activates purified firefly luciferase, miR-21 counter-screen; Potency, µM (top dose mostly 57.5 µM), inactives show top-dose activity change, negative = inhibition, actives largely listed as inhibitors; P08659; purified FLuc, Km substrates, luminescence inhibition; actives 6.9% (n = 360,000); AID 588342;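 further: potency means the concentration at half of the fitted maximal effect; plate controls were vehicle for no effect and reference inhibitor for full effect; nearly all actives have a fitted effect of over 55% in size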
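Purified P. pyralis luciferase, 10 nM final, with Km-level 10 uM D-luciferin and 10 uM ATP in 50 mM Tris acetate pH 7.5, 10 mM Mg acetate, 0.01% Tween-20, 0.05% BSA; 6-point qHTS titration about 60 µM downward; luminescence read.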
Mito fusion yeast – mitochondrial division inhibition or fusion activation; S. cerevisiae fusion-defective mutant growth rescue, CellTiterGlo 48 h; Potency, µM (series often up to 46.1 µM), for inactives: at the top dose growth rescue (activation), actives largely listed as activators; actives 0.23% (n = 320,000);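 further: potency means the concentration at half of the fitted maximal effect; % of control where 0% means no effect; nearly all actives have a fitted effect of over 45% in size; temperature-sensitive fusion mutants such as fzo1-1 at 37 °C on non-fermentable ethanol glycerol medium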
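Temperature-sensitive fusion-defective S. cerevisiae (e.g. fzo1-1, mgm1-5) were grown with compound in YPEG medium (3% ethanol, 3% glycerol) for 48 hours at 37C. Growth rescue was measured as viability by CellTiterGlo luminescence after 10 minutes at ambient.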
MBNL1-CUG inh – inhibitors of human MBNL1 binding to CUG repeat RNA; TR-FRET MBNL1-His/biotin-(CUG)12 binding, 665/545 ratio; Potency, µM (top dose mostly 57.5 µM), inactives show top-dose activity change, negative = inhibition, actives largely listed as inhibitors; Q9NR56; actives 0.036% (n = 280,000); active means well fitted inhibition curve with a large enough effect in the signal ratio, with a control signal flat, not every such curve was filed as active; inconclusive means small, poorly fitted or top-dose-only effect, or effect the other way, or a change in a side signal; inactive means no such curve, though single readings can be large or run the other way; the % refers to the signal ratio; further: potency means the concentration at half of the fitted maximal effect; on the % scale 0 is the no-effect control and ±100 the full control effect
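Ratiometric TR-FRET (665 over 545 nm, excitation 340 nm) tracks disruption of MBNL1-His/biotin-(CUG)12 complex after 60 min at room temperature, with compounds at 92 nM to 58 uM final.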
ELG1 DNA repair – ELG1-dependent DNA repair inhibition. HEK293T ELG1-luciferase reporter, luminescence, 16 h; DNA damage induced by 5-fluorouridine. Potency, µM (highest dose often 46.1 µM), inactives show at the highest dose activity change, negative = inhibition, usual class: inhibitors. actives 2.3% (n = 330,000). AID 504467; further: potency means the concentration at half of the fitted maximal effect; on the % scale 0 is the no-effect control and ±100 the full control effect; nearly all actives have a fitted effect of over 55% in size
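5-Fluorouridine DNA damage + compound/DMSO, 2,000 cells/well, 16 h, 37 °C/5% CO2. ONE-Glo, 30 min RT, luminescence. Readout = decrease in reporter signal.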
RORgamma inh – inhibitors of mouse ROR gamma transcriptional activity; P51450; Drosophila S2 Gal4-RORgamma UAS-luciferase reporter, 20 h; Potency, µM (doses to about 53.6 µM), without a hit: at the highest dose activity change, negative = inhibition, hits mostly inhibitors; actives 5.4% (n = 310,000); further: potency means the concentration at half of the fitted maximal effect; on the % scale 0 is the no-effect control and ±100 the full control effect; nearly all actives have a fitted effect of over 60% in size
Target sequence (P51450 whole entry, looked up, the tested form may be a part): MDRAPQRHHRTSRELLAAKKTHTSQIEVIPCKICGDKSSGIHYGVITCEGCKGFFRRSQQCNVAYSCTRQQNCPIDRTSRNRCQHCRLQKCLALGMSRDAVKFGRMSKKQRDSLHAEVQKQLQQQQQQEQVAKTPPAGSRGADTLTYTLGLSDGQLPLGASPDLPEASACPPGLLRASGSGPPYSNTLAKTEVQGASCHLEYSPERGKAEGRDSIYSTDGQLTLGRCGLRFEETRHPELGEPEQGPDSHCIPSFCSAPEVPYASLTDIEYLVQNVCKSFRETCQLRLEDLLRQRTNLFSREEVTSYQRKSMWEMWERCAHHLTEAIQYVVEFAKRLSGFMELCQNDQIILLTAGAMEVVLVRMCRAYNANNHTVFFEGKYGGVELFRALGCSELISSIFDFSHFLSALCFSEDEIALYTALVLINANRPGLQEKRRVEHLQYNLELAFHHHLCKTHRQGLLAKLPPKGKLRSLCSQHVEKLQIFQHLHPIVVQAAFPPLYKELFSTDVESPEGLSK
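Luciferase reporter read in Schneider cells carrying Gal4-RORγ (mouse) and UAS-Photinus luciferase; cells given compound 1 h before 700 uM copper sulfate induction, then incubated 20 h at ambient temperature.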
PKM2 activator – PKM2 (human) enzyme activation; purified PKM2, Kinase-Glo ATP luminescence, activation; response scale: 0% is enzyme alone, no compound; Potency, µM (highest dose often 57.5 µM), inactives show at the highest dose activation, usual class: activators; actives 0.34% (n = 260,000); AID 1631; further: potency means the concentration at half of the fitted maximal effect; on the % scale 0 is the no-effect control and ±100 the full control effect; nearly all actives have a fitted effect of over 55% in size
Target sequence (P14618 whole entry, looked up): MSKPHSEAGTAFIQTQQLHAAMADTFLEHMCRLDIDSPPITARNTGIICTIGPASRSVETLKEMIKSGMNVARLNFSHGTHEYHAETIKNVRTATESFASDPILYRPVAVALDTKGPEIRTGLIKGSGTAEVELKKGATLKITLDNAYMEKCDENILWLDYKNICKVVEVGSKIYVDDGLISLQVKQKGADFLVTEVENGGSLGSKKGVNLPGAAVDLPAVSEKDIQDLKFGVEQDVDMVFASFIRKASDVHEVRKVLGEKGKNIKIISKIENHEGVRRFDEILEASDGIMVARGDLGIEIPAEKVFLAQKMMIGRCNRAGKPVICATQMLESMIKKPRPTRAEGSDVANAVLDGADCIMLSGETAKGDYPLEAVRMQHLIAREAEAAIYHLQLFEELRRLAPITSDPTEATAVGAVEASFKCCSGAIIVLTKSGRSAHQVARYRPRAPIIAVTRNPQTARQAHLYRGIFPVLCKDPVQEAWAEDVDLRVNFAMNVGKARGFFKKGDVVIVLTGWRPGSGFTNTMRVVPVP
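Kinase-Glo luminescence reports ATP generated from ADP (0.1 mM) and PEP (0.5 mM) by purified hPK-M2 after 1 h at room temperature, pH 7.2 imidazole buffer; intermediate enzyme activity allows detecting inhibitors and activators.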
KCNH2 3.1 block – blocks the human KCNH2 3.1 channel isoform | U2OS KCNH2 3.1, thallium flux FluxOr; stronger effect = lower value | activity change, % (tested at about 1.8 µM) | actives 0.95% (n = 340,000) | AID 720553;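 active means maximum activity change below -70%; inconclusive means maximum activity change from -70% to -50%; inactive means maximum activity change above -50%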;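 further: thallium influx rate constant from kinetic fluorescence after stimulation buffer; on the % scale 0 is the no-effect control and ±100 the full control effect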
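Thallium flux read-out: FluxOr dye with Red40 quencher in HBSS/HEPES, 45 min at RT. Rate constants from kinetic reads were normalized to positive and negative DMSO controls. Cells: U2OS virally expressing the 3.1 isoform.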
Menin MLL FP TR – displaces Texas Red mutant MLL peptide from human menin. O00255. Menin + Texas Red MLL mutant peptide, fluorescence polarization. Potency, µM (doses to about 61.6 µM), for the others: at the top dose FP activity change, negative = inhibition, hits mostly inhibitors. actives 0.23% (n = 270,000). AID 1768; active means well fitted inhibition curve with a large enough effect in the polarisation, with a control signal flat, not every such curve was filed as active; inconclusive means small, poorly fitted or top-dose-only effect, or effect the other way, or a change in a side signal; inactive means no such curve, though single readings can be large or run the other way; the % refers to the polarisation; further: potency means the concentration at half of the fitted maximal effect; % of control where 0% means no effect; many of its hits are not listed in these tables
Gal4-VP16 FLuc – counter-screen for ROR gamma inhibitors: Gal4-VP16 reporter; actives 3.5% (n = 310,000); AID 2546; Drosophila S2 Gal4-VP16 UAS-luciferase, luminescence, 20 h; Potency, µM (doses to about 53.6 µM), for the others: at the highest dose activity, negative = inhibition, usual class: inhibitors;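 further: Gal4-VP16 expression switched on by copper sulfate through the metallothionein promoter; potency means the concentration at half of the fitted maximal effect; on the % scale 0 is the no-effect control and ±100 the full control effect; nearly all actives have a fitted effect of over 50% in size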
NPC1 promoter act – NPC1 promoter activation; actives 2.4% (n = 320,000); Huh7 NPC1 promoter luciferase reporter, 24 h; Potency, µM (top dose mostly 9.22 µM), inactives show top-dose activation, most hits filed as activators;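 further: potency means the concentration at half of the fitted maximal effect; % of control where 0% means no effect; nearly all actives have a fitted effect of over 60% in size; reporter is driven by a mutant NPC1 promoter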
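In 1536-well qHTS, Huh7 cells harboring an NPC1 promoter–luciferase construct received compound for 24 h; activation was quantified by luminescence following luciferase reagent addition.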
Rab9 promoter act – activators of Rab9 promoter; actives 2.8% (n = 320,000); Potency, µM (doses to about 9.22 µM), for the others: at the top dose activation, negative = inhibition, most hits filed as activators; AID 485297; Huh7 Rab9 promoter-luciferase reporter, luminescence, 24 h; further: potency means the concentration at half of the fitted maximal effect; % of control where 0% means no effect; nearly all actives have a fitted effect of over 60% in size
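Cells were plated at 1500 per well in reduced-serum medium with 10% FBS and left 2 h. Compound in DMSO was then added for 24 h at 37 °C. Reporter signal was read by luminescence after 10 min with luciferase detection reagent.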
* marks the source's active call; other numbers are inactive results; u = inconclusive; x = not tested or not shown; [ ] = dose if it differs, or a comment. Unless noted, the call rests on the fitted dose curve; in most records, active means well fitted curve in the direction sought with a large enough effect; inconclusive means small, poorly fitted or top-dose-only effect, or another doubt; inactive means no such curve, though single readings can be large; an effect the other way counts as inactive or inconclusive. This is a subset; the hit share may differ from the screen's.

SMILES,MBNL1-CUG inh,Mito fusion yeast,Rab9 promoter act,KCNH2 3.1 block,RORgamma inh,FLuc modulator,NPC1 promoter act,Menin MLL FP TR,PKM2 activator,Gal4-VP16 FLuc,ELG1 DNA repair
C=CCc1ccc(OCCCCCN2CCOCC2)c(OC)c1,0.1%,6.3%,0.4%,-2.6,-17.5%,4.5%,-1.9%,-11.9%,0.1%,8.4%,0.1%
COCCNC(=O)CN1N=C(c2ccc(C)cc2)CCC1=O,3.0%,-2.4%,-1.0%,-3.1,7.8%,-1.4%,2.1%,u,x,-10.0%,2.4%
CCOc1nc(N2CCOCC2)nc(N2CCOCC2)n1,5.0%,-4.5%,-2.9%,0.7,2.1%,-1.8%,-7.2%,21.1%,4.4%,-4.1%,0.9%
CC1CCCC(C)N1C(=O)CSc1nnc(COc2cccc3cccnc23)o1 (stereo unspecified),-0.4%,3.9%,1.4%,-16.6,4.5%,-2.3%,-4.3%,1.3%,-0.4%,-1.0%,29.6%
Cc1cccc(-c2noc(CCC(=O)NCC3CCCO3)n2)c1 (stereo unspecified),-6.7%,0.2%,-2.5%,-11.4,9.1%,-11.8%,0.3%,16.2%,1.0%,1.5%,6.8%
O=C(CNC(=O)c1ccco1)OCc1cccc(Cl)c1,0.6%,-2.3%,-1.8%,0.9,16.9%,u,-6.0%,2.9%,0.6%,17.1%,6.8%
Cc1cc(NC(=O)/C=C/c2ccccc2Cl)no1,1.3%,-3.7%,2.82µM*,-11.4,19.2%,u,2.82µM*,0.7%,0.5%,9.7%,u
Cc1ccccc1NC(=O)Cc1ccccc1,-3.5%,0.7%,6.7%,2.7,29.1%,0.2%,-7.0%,24.1%,2.5%,3.5%,1.7%
NCCc1nnc(SCc2ccccc2F)o1,1.1%,0.3%,-0.4%,0.3,-13.6%,1.9%,2.5%,6.2%,-1.9%,-8.7%,9.5%
CC(C)(C)c1ccc(C(=O)NCCCn2ccnc2)cc1,-2.1%,0.3%,13.2%,-7.0,22.3%,u,7.6%,-3.6%,0.6%,0.2%,u
O=C(NCc1ccc(F)cc1)c1cccc(NC2=NC3CS(=O)(=O)CC3S2)c1 (stereo unspecified),-10.8%,2.5%,3.4%,1.9,-3.7%,3.9%,-0.8%,0.2%,0.2%,1.1%,12.2%
CC(C)(C)NC(=O)CSc1ncnc2c1nnn2Cc1ccccc1Cl,-3.1%,-4.5%,-4.2%,33.1,u,0.0%,-1.8%,-3.7%,17.7%,-13.5%,-11.6%
CCN(CC)CCSc1nnc2c3ccccc3n(Cc3ccccc3)c2n1,u,-15.6%,-11.9%,-5.0,-43.2%,-14.5%,0.9%,x,0.9%,-10.2%,u
CCc1ccccc1Nc1nc(N)nc(COC(=O)C2=COCCO2)n1,x,-3.1%,5.1%,11.2,x,-7.4%,9.1%,x,x,x,u
O=C(CN(c1ccccc1)S(=O)(=O)c1ccc(F)cc1)NC1CCCCCC1,1.8%,-3.4%,-5.8%,-2.7,4.2%,4.9%,-1.3%,x,0.5%,-13.6%,27.2%
Cc1n[nH]c(C)c1CCCCOc1ccccc1,3.9%,6.6%,3.5%,-21.1,15.8µM*,-9.9%,-3.9%,-15.8%,x,u,u
O=C(O)c1cccnc1SCC(=O)C12CC3CC(CC(C3)C1)C2,-7.6%,7.2%,-1.6%,11.8,23.9%,-9.0%,-1.6%,x,-1.7%,8.9%,-1.6%
COCCN(C(=O)c1csnn1)C(C(=O)NC1CCCCC1)c1ccccc1F (stereo unspecified),-11.7%,24.4%,1.3%,-10.5,0.6%,1.8%,3.7%,-6.4%,-0.3%,5.6%,-15.7%
CCCCCCOc1ccc(N2C(=O)CC(SC(=NCC)NCC)C2=O)cc1 (stereo unspecified),4.1%,18.6%,-4.5%,-12.6,-10.5%,-1.0%,-7.1%,-1.4%,7.2%,-9.4%,4.3%
CC(=O)Nc1cccc(NC(=O)CCN2C(=O)c3ccccc3S2(=O)=O)c1,x,-9.8%,0.9%,4.4,x,-1.0%,3.9%,x,x,x,15.2%
COc1ccc(C)cc1NC(=O)c1nn(C)cc1Br,-2.8%,3.9%,-6.6%,4.3,2.0%,-18.7%,-3.5%,x,-2.8%,0.2%,0.0%
CN1CCN(CC(=O)Nc2sc3c(c2C(=O)Nc2ccccc2)CCCC3)CC1,1.0%,-5.4%,3.0%,-95.4*,-13.8%,-0.4%,1.9%,x,-0.1%,-21.2%,15.4%
O=C(CN1CCN(c2ccc(F)cc2)CC1)Nc1cccnc1Cl,1.8%,-0.7%,-9.6%,38.5,4.2%,-1.3%,5.0%,-23.3%,13.2%,3.0%,u
COc1cccc(OC)c1C(=O)Nc1ccc2c(c1)n(C)c(=O)n2C,-2.5%,-1.5%,0.1%,9.8,x,3.1%,-4.4%,2.8%,7.5%,x,u
Cc1ccc(OCCCSc2ncccn2)cc1C,10.1%,4.1%,u,11.2,23.6%,15.1µM*,u,32.9%[activator],10.4%,26.5%,u
COc1cccc(CN2CC(C(=O)NCc3ncc(C)[nH]3)CCC2=O)c1 (stereo unspecified),-4.9%,-2.0%,0.0%,-11.6,8.8%,2.3%,-2.9%,x,-10.0%,-7.2%,4.8%
O=C(COc1ccc(-c2ccccc2)cc1)NNC(=O)NC1CCCCC1,-1.9%,10.7%,-1.1%,-3.7,-11.1%,6.8%,1.2%,u,-4.3%,-25.6%,1.9%
CCOC(=O)/C(C)=N/NC(=O)c1ccc([N+](=O)[O-])cc1,u,-4.6%,3.0%,3.6,-136.3%,-1.4%,0.2%,7.2%,6.4%,-10.6%,-4.2%
COc1ccccc1N1CCN(C(=O)CCCNC(=O)Cn2cnc3sc(C)c(C)c3c2=O)CC1,-3.4%,-4.3%,-9.8%,7.7,16.3%,1.0%,-1.8%,-14.2%,-5.4%,4.2%,-5.2%
Cc1ccc(-n2ncc(-c3nnc(SCC(=O)NC4CCCC4)o3)c2N)cc1C,-0.8%,-1.2%,18.0%,0.8,u,u,0.0%,-18.3%,-1.3%,-3.6%,11.6µM*
CCOc1ccc(C(=O)OCC(=O)NCCCc2ccccc2)cc1,3.3%,4.4%,0.8%[1.84 µM],7.2,-19.4%,-3.5%,-1.7%,-2.3%,x,-9.3%,0.0%
CCOc1ccc(N2C(=O)CSC2=NC#N)cc1,x,-1.4%,-2.6%,9.5,x,-1.5%,-0.1%,x,x,x,15.0%
O=C(CCN1CCN(CC(=O)Nc2ccccc2F)CC1)Nc1ccccc1F,-1.3%,-1.2%,-4.6%,-4.9,36.3%,1.3%,2.1%,4.0%,-1.8%,-4.9%,-18.3%
Cc1cc(OC2CCCCC2)nc(-c2ccccc2O)n1,-2.9%,5.6%,-4.2%,-13.2,23.0%,-11.8%,-2.3%,-16.9%,-7.6%,3.0%,26.9%
CCOc1ccc(NC2=C(Cl)C(=O)N(C3CCCCC3)C2=O)cc1,-8.7%,-1.5%,-5.0%,-24.1,32.1%,4.1%,3.8%,-9.2%,3.7%,-5.2%,9.2%
O=C(C1CCCN(S(=O)(=O)c2ccc(Br)cc2)C1)N1CCN(Cc2ccccc2)CC1 (stereo unspecified),1.8%,-1.5%,-7.1%,-2.4,u,1.1%,-12.8%,x,-0.5%,u,u
Cc1nn(CC(=O)NCc2ccccn2)c(C)c1[N+](=O)[O-],-3.7%,-4.3%,2.3%,-1.7,-7.9%,-1.8%,8.0%,-3.0%,-0.3%,1.7%,21.2%
CC(C)[C@H](NC(=O)[C@@H]1CSC2c3ccccc3C(=O)N21)C(=O)NCc1ccncc1 (stereo partly specified),-4.2%,1.2%,4.2%,8.1,-7.7%,0.9%,-2.0%,-3.7%,x,-9.2%,u
O=C(CNc1cccc(S(=O)(=O)N2CCCCC2)c1)Nc1cccc(F)c1,x,-4.1%,-2.9%,9.2,x,1.4%,-0.9%,x,x,x,x
COc1ccccc1-n1ccnc(SCC(=O)NC2CCCCC2)c1=O,x,6.5%,0.3%,5.1,x,12.8%,-6.7%,x,x,x,26.2%
